Screening data (PubChem BioAssay)
697 NFkB inh: inhibitors of the PMA/ionomycin-induced NF-kB reporter in 697 B cells. 697 B-cell NF-kB luciferase reporter, 16 h. inhibition, % at 4 µM. actives 0.33% (n = 330,000). AID 435022; in the data active means inhibition above about 35%
Gli-Sufu antag: blocks Gli-Sufu signaling in a luciferase reporter | actives 0.74% (n = 340,000) | AID 588413 | Sufu-KO-LIGHT fibroblasts, Gli luciferase reporter luminescence | inhibition, % at 5 µM;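 active means inhibition above about 55%, limit read from the data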;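 further: 0% = DMSO-treated cells and 100% = wells with medium but no cells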
CHOP UPR activ: activators of apoptotic arm of unfolded protein response (CHOP); AID 449763; actives 0.34% (n = 330,000); CHO-CHOP luciferase reporter, UPR activation, luminescence; percent of tunicamycin response over DMSO baseline; activation, % at 10 µM;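 active means at 10 µM dose, activation of 40% or more, normalized to positive control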;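 further: 100% = tunicamycin at 10 µg/mL and 0% = DMSO alone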
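Material: CHO-CHOP cells, stable luciferase reporter of PERK-eIF2a-CHOP signalling; quantity: 500 reporter cells seeded per well; buffer or medium: F12 medium containing 10% fetal bovine serum; compound: one dose, 10 µM in 0.5% DMSO; incubation: 6 h compound treatment, 37 °C; measured by: Steady-Glo luciferase luminescence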
CXCR6 block: blocks human CXCR6 beta-arrestin recruitment; inhibition, % at 20 µM; actives 0.36% (n = 360,000); CHO-K1 PathHunter CXCR6 beta-arrestin, luminescence; O00574; in the data active means inhibition above about 34%, passing the limit was not always enough;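 further: antagonist mode with CXCL16 agonist at 10 nM final; 0% = 10 nM CXCL16 with DMSO and 100% = unstimulated wells without agonist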
Target sequence (O00574 whole entry, looked up): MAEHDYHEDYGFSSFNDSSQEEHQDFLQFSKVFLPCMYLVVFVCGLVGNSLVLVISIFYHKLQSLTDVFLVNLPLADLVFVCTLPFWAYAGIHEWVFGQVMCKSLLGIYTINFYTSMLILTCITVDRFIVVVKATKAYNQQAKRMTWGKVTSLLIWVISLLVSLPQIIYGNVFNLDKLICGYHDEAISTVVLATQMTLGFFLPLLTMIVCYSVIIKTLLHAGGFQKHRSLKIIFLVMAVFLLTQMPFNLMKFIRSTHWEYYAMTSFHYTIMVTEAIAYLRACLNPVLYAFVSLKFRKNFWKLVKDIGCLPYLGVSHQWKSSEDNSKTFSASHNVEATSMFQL
EBI2 block: blocks human EBI2 receptor beta-arrestin signaling. actives 0.81% (n = 360,000). EBI2 beta-arrestin recruitment, luminescence, 7a,25-OHC stimulated. P32249. inhibition, % at 5 µM; in the data active means inhibition above about 38%;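 further: enzyme fragment complementation signal reports receptor beta-arrestin coupling in cells; 0% = agonist plus DMSO wells and 100% = wells without agonist; some results beyond the cut were filed as inactive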
Target sequence (P32249 whole entry, looked up, the tested form may be a part): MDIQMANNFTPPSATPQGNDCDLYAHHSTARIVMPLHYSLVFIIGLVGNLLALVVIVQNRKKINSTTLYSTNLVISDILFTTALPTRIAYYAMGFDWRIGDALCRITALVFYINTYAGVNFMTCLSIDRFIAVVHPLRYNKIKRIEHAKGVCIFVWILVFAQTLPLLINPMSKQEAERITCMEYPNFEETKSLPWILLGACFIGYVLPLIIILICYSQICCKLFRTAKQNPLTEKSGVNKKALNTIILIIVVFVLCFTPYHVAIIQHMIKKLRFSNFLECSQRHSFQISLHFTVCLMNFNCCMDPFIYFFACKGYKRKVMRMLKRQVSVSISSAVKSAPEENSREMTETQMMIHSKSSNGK
Mdm2 MdmX PPI: disrupts the human Mdm2-MdmX interaction; AID 485346; SaOS-2 split-luciferase Mdm2/MdmX complementation, luminescence; O15151+Q00987; actives 3% (n = 330,000); inhibition, % at 8 µM;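 active means inhibition of at least 50% at 8 µM in the primary screen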
CCR6 antagonist: antagonists of human CCR6 receptor | CHO-K1 CCR6 PathHunter beta-arrestin, luminescence, CCL20-stimulated | inhibition, % at 20 µM | P51684 | actives 0.49% (n = 340,000);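 active means compounds whose inhibition of the agonist-driven luminescence signal at 20 µM reaches about 50%, limit read from the data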;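 further: cells stimulated with CCL20 at 14 nM final; plate controls were DMSO with CCL20 for no effect and DMSO without agonist for full effect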
Target sequence (P51684 whole entry, looked up): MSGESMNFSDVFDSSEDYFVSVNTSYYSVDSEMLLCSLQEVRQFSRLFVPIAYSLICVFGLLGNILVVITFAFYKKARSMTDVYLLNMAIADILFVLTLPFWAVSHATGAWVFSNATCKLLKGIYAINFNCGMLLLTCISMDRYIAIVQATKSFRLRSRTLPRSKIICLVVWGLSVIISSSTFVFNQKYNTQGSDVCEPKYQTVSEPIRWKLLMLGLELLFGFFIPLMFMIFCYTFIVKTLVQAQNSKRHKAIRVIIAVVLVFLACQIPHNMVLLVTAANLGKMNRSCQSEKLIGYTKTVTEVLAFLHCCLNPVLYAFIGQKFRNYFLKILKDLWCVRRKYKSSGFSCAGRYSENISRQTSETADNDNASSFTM
XBP1 UPR activ: activators of adaptive arm of unfolded protein response (XBP1); actives 0.33% (n = 330,000); AID 463104; CHO-XBP1 luciferase reporter, IRE1-XBP1 UPR activation, luminescence; percent of tunicamycin response, DMSO as zero; activation, % at 20 µM;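 active means versus positive control, 20 µM dose yields 30% or more activation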;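 further: 100% = tunicamycin at 10 µg/mL and 0% = DMSO only wells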
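Signal: luciferase luminescence; Assay system: CHO-XBP1 luciferase reporter cells; Amount: one thousand reporter cells per well; Dosing: 20 µM single concentration, DMSO 1%; Benchmarks: high control tunicamycin 10 µg/mL final, low control DMSO vehicle only; Schedule: 6 h compound exposure at 37 °C, 5% CO2; Evaluation: percent activation relative to tunicamycin reference.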
Jurkat NFkB inh: inhibitors of the PMA/ionomycin-induced NF-kB reporter in Jurkat cells | PMA/ionomycin-induced NF-kB luciferase reporter, luminescence | AID 435003 | actives 0.53% (n = 330,000) | inhibition, % at 4 µM; in the data active means inhibition above about 50%
The depositor's hits bear a star.

entry | Molecule | EBI2 block | XBP1 UPR activ | Mdm2 MdmX PPI | CXCR6 block | Gli-Sufu antag | 697 NFkB inh | CHOP UPR activ | Jurkat NFkB inh | CCR6 antagonist
1 | O=C(Nc1nnc(SCc2ccccc2)s1)c1cc2c(s1)CCCC2 | -8.3 | -6.5 | 13.6 | -8.6 | -15.6 | -15.9 | -0.8 | -31.1 | -7.9
2 | O=C(c1ccccc1)c1cc(-c2ccccc2)on1 | -5.1 | -11.0 | -127.3 | 2.9 | 16.9 | -105.3 | -6.7 | -122.1 | -3.8
3 | Cc1cccc(/C=C(\C(=O)O)c2ccc(S(=O)(=O)N3CCCC3)s2)c1 | 1.4 | -1.4 | 4.6 | -7.8 | -27.8 | 18.0 | 0.5 | -6.3 | 7.3
4 | CN(C(=O)c1cnccn1)c1nnc(-c2cnccn2)s1 | -9.4 | 0.2 | -13.3 | 0.6 | 0.1 | -4.0 | 2.9 | 0.7 | 1.8
5 | COc1ccc(-c2nn(C)c3sc(C(=O)NCc4ccco4)cc23)cc1OC | 2.3 | -1.4 | -0.1 | 0.3 | -4.9 | 26.2 | 1.0 | -8.5 | 8.4
6 | Cc1ccc(OCC(=O)N2CCN(C3=NS(=O)(=O)c4ccccc43)CC2)cc1 | 26.0 | -2.4 | 2.1 | 0.2 | 4.3 | 21.6 | -1.5 | -2.6 | -8.3
7 | O=c1c2c([nH]c3ccccc13)CCC2 | -8.7 | -1.1 | 14.2 | -2.3 | 60.0* | 15.1 | -2.0 | 4.3 | 4.0
8 | CC1CCC(NC(=O)CCN2C(=O)C3C4C=CC(C4)C3C2=O)CC1 (stereo unspecified) | 0.7 | -4.8 | -7.5 | -0.1 | 8.3 | 12.0 | 1.0 | 10.1 | -10.1
9 | O=C(Nc1nnc(S(=O)(=O)N2CCCCC2)s1)c1ccccc1Br | 2.1 | -2.4 | 24.7 | -3.2 | 10.3 | -1.8 | -1.8 | 8.2 | -5.6
10 | O=C(Nc1ccc(Cl)cn1)c1cc(S(=O)(=O)N2CCCCC2)ccc1Cl | 4.8 | -1.8 | 49.6 | -2.0 | -0.1 | -15.4 | -0.4 | -0.9 | 9.7
11 | CC1CN(C(C)C(=O)NNC(=O)c2ccc(F)cc2)CC(C)O1 (stereo unspecified) | -11.4 | 0.1 | 18.6 | 1.5 | 6.9 | -0.4 | -0.4 | -14.3 | 1.4
12 | O=S(=O)(NCCc1ccncc1)c1ccc(Br)cc1 | -5.2 | 2.1 | 5.6 | -8.0 | 8.6 | -8.3 | -3.3 | -15.9 | -8.6
13 | Cc1nc(Cc2nnc(SCC(=O)N3CCN(c4ccc(O)cc4)CC3)o2)cs1 | -27.1 | -1.1 | -4.1 | 3.6 | -2.7 | 9.8 | 0.9 | 12.7 | 3.6
14 | COc1ccc(-c2cc(C(=O)N/N=C/c3cccnc3)c3ccccc3n2)c(OC)c1 | -8.9 | -0.1 | -12.7 | 3.8 | 1.9 | 19.9 | 3.4 | 10.0 | -2.9
15 | Cc1cc(OCc2nc(-c3cccs3)no2)cc(C)c1Cl | 8.1 | 1.0 | -9.3 | 1.0 | -22.3 | -27.7 | 4.6 | -15.7 | 16.0
16 | O=C(CNC(=O)OCc1ccccc1)NCC(=O)N1CCCC1C(=O)OCc1ccccc1 (stereo unspecified) | -17.7 | -2.5 | 17.9 | -3.7 | -16.2 | -1.6 | -1.5 | 7.1 | -24.3
17 | COc1ccc(N(CC(=O)NCc2ccco2)S(C)(=O)=O)cc1 | -11.6 | -3.1 | 11.4 | -6.2 | -4.8 | -1.4 | -0.4 | 17.0 | 3.4
18 | Cc1cc(C(=O)OCC(=O)NCc2ccc(Cl)cc2Cl)c(C)o1 | -6.5 | 1.6 | 20.3 | -9.9 | -2.6 | 14.0 | 2.2 | 5.1 | 18.3
19 | CC(NC(=O)CN1C(=O)NC(C)(C2CC2)C1=O)c1ccc(F)cc1 (stereo unspecified) | -6.4 | 1.4 | -3.5 | -4.2 | 1.8 | -6.4 | 1.8 | -8.0 | 10.2
20 | Cc1noc(C)c1-c1ccc2ncnc(NCC3CCCCN3C)c2c1 (stereo unspecified) | -12.3 | -0.9 | 72.3* | -1.3 | 23.2 | 36.1* | 0.8 | -20.2 | 0.8
21 | O=C(COc1ccc(Cl)cc1Cl)Nc1ccc(CN2CCCCC2)cc1 | -3.6 | -1.1 | -1.4 | -6.7 | 1.0 | 9.0 | -1.5 | -8.9 | 4.5
22 | O=C(O)C(CCCCN1C(=O)c2ccccc2C1=O)N1C(=O)c2ccccc2C1=O (stereo unspecified) | -10.0 | -6.7 | -7.0 | -12.7 | -2.3 | -6.3 | 1.7 | -5.1 | -8.9
23 | Cc1ccc2ncccc2c1[N+](=O)[O-] | -4.9 | -1.5 | -22.2 | -12.6 | -6.6 | 1.8 | -1.5 | 18.5 | -3.6
24 | O=C(CCn1ccc2ccccc21)Nc1ccc(N2CCOCC2)cc1 | 0.8 | 1.3 | 6.9 | -10.2 | -8.6 | 11.8 | 0.0 | 11.7 | 13.9
25 | CCCC(=O)N1CCN(c2nc3ccc(Br)cc3s2)CC1 | -9.3 | 0.2 | -48.6 | -5.9 | 9.3 | -78.9 | 5.2 | -29.6 | -3.2
26 | Fc1ccc(-c2n[nH]c(=S)n2Cc2ccccc2)cc1 | -1.4 | -4.4 | 24.1 | -0.8 | 3.2 | 12.2 | 0.6 | -6.3 | 3.7
27 | CC(=O)Nc1cc(-c2nc3ccccc3o2)ccc1Cl | 5.5 | 3.0 | -6.3 | 6.2 | -20.4 | -29.3 | 3.1 | -26.8 | 13.9
28 | COCCCN(Cc1cccs1)S(=O)(=O)c1c[nH]c(C(=O)OC)c1 | -5.4 | -2.7 | 17.8 | 6.0 | 0.7 | -14.5 | 1.9 | -3.0 | 14.8
29 | Cc1nn(Cc2ccccc2Cl)c(C)c1NC(=O)c1noc2c1CCCCC2 | 0.7 | -3.2 | -5.8 | 3.7 | 1.2 | 8.3 | -1.1 | 2.9 | 1.7
30 | C=CCn1c(COc2ccccc2F)nnc1SCC(=O)Nc1cc(C)on1 | -14.4 | -4.3 | 5.1 | 1.7 | 8.4 | -0.7 | 1.6 | 5.2 | 8.0

Some of the entries so far, with one line to a screen:
[13] Cc1nc(Cc2nnc(SCC(=O)N3CCN(c4ccc(O)cc4)CC3)o2)cs1
[14] COc1ccc(-c2cc(C(=O)N/N=C/c3cccnc3)c3ccccc3n2)c(OC)c1

assay / entry | 13 | 14
EBI2 block | -27.1 | -8.9
XBP1 UPR activ | -1.1 | -0.1
Mdm2 MdmX PPI | -4.1 | -12.7
CXCR6 block | 3.6 | 3.8
Gli-Sufu antag | -2.7 | 1.9
697 NFkB inh | 9.8 | 19.9
CHOP UPR activ | 0.9 | 3.4
Jurkat NFkB inh | 12.7 | 10.0
CCR6 antagonist | 3.6 | -2.9

Remaining list, next part:
entry | Molecule | EBI2 block | XBP1 UPR activ | Mdm2 MdmX PPI | CXCR6 block | Gli-Sufu antag | 697 NFkB inh | CHOP UPR activ | Jurkat NFkB inh | CCR6 antagonist
31 | Cn1cnnc1SCc1cccc(Br)c1 | -17.0 | 1.1 | 1.0 | -1.3 | -4.7 | 12.7 | -1.3 | -13.8 | -3.1
32 | Cc1nn(CC(=O)N2CCN(c3ccccc3)CC2)c(=O)c2ccccc12 | -6.7 | -4.1 | -11.2 | 1.7 | 45.3 | 5.8 | 0.2 | 7.6 | 4.0
33 | COc1cccc2c1c(NC(=O)c1cc(C)on1)nn2C | 3.8 | -0.9 | 8.9 | -1.6 | -2.6 | -15.2 | -1.5 | 11.7 | 8.9
34 | CCOC(=O)c1ccc(/C=C2\c3ccccc3C(=O)N2c2ccccc2)cc1F | -8.7 | 0.0 | -3.3 | 5.4 | 7.9 | -1.0 | 3.1 | 5.3 | 17.3
35 | CC1(C(=O)NC2CCCCCCC2)CCC(=O)N1Cc1cccnc1 (stereo unspecified) | 1.2 | 3.4 | 29.6 | 2.9 | -28.0 | 15.3 | -0.2 | -19.6 | -2.8
36 | C[C@@]12C(=O)Nc3ccccc3C(=O)N1[C@H]1c3cc(Cl)ccc3OC[C@@H]1[C@@H]2c1ccccc1 | 2.2 | 0.5 | 47.6 | 14.5 | -3.0 | 10.6 | 1.5 | 8.7 | 10.1
37 | CCOc1ccc(OCCC(=O)OCC(=O)N2CCN(c3ccc(OC)cc3)CC2)cc1 | 3.6 | -1.4 | 6.1 | 0.9 | -10.7 | 12.5 | -0.9 | 2.2 | 3.5
38 | Cc1c(Cl)cccc1NC(=O)CSc1nc2ncc(Cl)cc2[nH]1 | 2.8 | -0.9 | 45.3 | -7.9 | 14.0 | 11.3 | 1.4 | 5.3 | -15.1
39 | COc1ccc(CN(CC(=O)NCC2CCCO2)C(=O)CNS(=O)(=O)c2ccc(C)cc2)cc1 (stereo unspecified) | 3.4 | 0.2 | 13.1 | 0.6 | -1.1 | -12.8 | -0.4 | 6.6 | 20.5
40 | COC(=O)c1c(NC(=O)COC(=O)c2ccccn2)sc(C)c1C | 1.8 | -2.0 | 7.9 | -12.8 | -9.2 | -2.4 | -1.0 | -27.6 | 15.1
41 | COc1ccc(C/C(C)=N/NC(=O)c2cc(C)oc2C)cc1 | -5.9 | 3.9 | -10.6 | -0.2 | -8.3 | -12.4 | 1.4 | -6.7 | 9.6
42 | CC(C)[C@H]1CC[C@@H](C)C(C(=O)c2ccccc2)C1=O (stereo partly specified) | 6.3 | -0.6 | 7.3 | 1.8 | -0.4 | -5.8 | -1.3 | -5.5 | 11.4
43 | Cc1ccc(O)c(NC(=O)c2onc(C)c2Cl)c1 | -5.3 | -2.5 | -29.0 | 0.9 | 16.1 | -68.0 | 2.6 | 4.5 | 4.4
44 | O=C1[C@H]2[C@@H](c3ccc(Cl)cc3)N3C(=O)N(c4cccc(Cl)c4)C(=O)[C@@]3(Cc3ccccc3)[C@H]2C(=O)N1C1CCCCC1 | -4.4 | -1.2 | 26.4 | -2.9 | -2.5 | 10.2 | 1.5 | 6.5 | -13.0
45 | O=C1CC(c2ccccc2)n2nc(N3C(=O)CCC3=O)nc2N1 (stereo unspecified) | -5.0 | -1.4 | -1.6 | 2.8 | 0.7 | -9.2 | 1.9 | -1.7 | -6.9
46 | CCOc1ccc(-c2noc(CCC(=O)O)n2)cc1 | -7.6 | -3.6 | 7.9 | 2.9 | 28.4 | 62.1* | -5.2 | 27.3 | -1.5
47 | Cn1cccc1Cc1nnc(SCC(=O)NCc2ccco2)n1-c1ccc(F)cc1 | 0.2 | -3.5 | -14.3 | 10.7 | 2.5 | -11.8 | 0.1 | -10.4 | -5.7
48 | COc1ccccc1OC(C)C(=O)Nc1ccc2c(c1)n(C)c(=O)n2C (stereo unspecified) | -1.6 | -2.4 | 13.1 | -3.8 | 8.7 | 11.5 | 2.2 | 2.0 | 8.5
49 | O=C(CSc1ncnc2c1oc1ccccc12)N1CCCc2ccccc21 | 17.4 | 4.3 | -13.1 | -1.5 | 7.1 | -13.5 | 2.3 | -3.8 | 8.1
50 | COc1ccc(N2C(=S)NC3N2C(=S)NC3(C)c2ccccc2)cc1 (stereo unspecified) | -2.9 | 4.0 | -16.1 | -8.8 | -88.2 | -34.8 | 3.1 | -41.9 | 6.8
51 | COC(=O)C(NC(=O)c1ccco1)(Nc1nc(C2CC2)cs1)C(F)(F)F (stereo unspecified) | 23.0 | -2.7 | -17.2 | 0.3 | -16.5 | 3.4 | -2.8 | -1.9 | 21.7
52 | O=C(NCC1CC1)Nc1ccc(Cl)cc1 | -13.1 | -0.9 | -0.3 | 0.5 | -25.5 | -35.4 | 1.5 | -23.8 | 1.7
